High-throughput results (PubChem)
AHR activator = activators of human aryl hydrocarbon receptor. AHR-responsive luciferase reporter cells, luminescence. hit rate 2.5% among 320,000. activation, % at 5 µM; in the data active means activation above about 47%;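 further: 0% = vehicle wells and 100% = reference agonist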
MCL1 BIM primary = MCL1-BIM-BH3 interaction inhibition (human) | Q07820 | hit rate 0.68% among 320,000 | GST-MCL1 / FITC-Bim-BH3 fluorescence polarization | AID 2057 | inhibition, % at 10.9 µM;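 active means inhibition above the mean inhibition of all tested compounds plus 3 SD, set per campaign, cut at about 40% in these data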;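 further: 0% = DMSO wells and 100% = unlabeled Bim-BH3 peptide control; higher means more loss of mP so more displacement of Bim peptide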
BCLXL inh = inhibitors of human Bcl-xL | inhibition, % at 10.9 µM | GST-Bcl-xL / FITC-Bim BH3 peptide fluorescence polarization | hit rate 0.7% among 320,000 | Q07817;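 active means inhibition above the mean of all tested compounds plus 3 SD, cutoff set per campaign, cut at about 30% in these data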;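 further: 0% = DMSO wells and 100% = unlabeled Bim-BH3 peptide competitor; inhibitors lower millipolarization by displacing the labeled peptide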
pPAFAH inh = inhibitors of human plasma PAF acetylhydrolase (pPAFAH); recombinant pPAFAH, FP-rhodamine probe fluorescence polarization; inhibition, % at 3.39 µM; hit rate 1.5% among 330,000; AID 463082;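 active means inhibition above the mean inhibition across the screen plus 3 SD, cut at about 25% in these data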;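 further: inhibitors block binding of the rhodamine activity-based probe so polarization drops; 0% = enzyme with DMSO and 100% = wells lacking pPAFAH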
Target sequence (Q13093 whole entry, looked up): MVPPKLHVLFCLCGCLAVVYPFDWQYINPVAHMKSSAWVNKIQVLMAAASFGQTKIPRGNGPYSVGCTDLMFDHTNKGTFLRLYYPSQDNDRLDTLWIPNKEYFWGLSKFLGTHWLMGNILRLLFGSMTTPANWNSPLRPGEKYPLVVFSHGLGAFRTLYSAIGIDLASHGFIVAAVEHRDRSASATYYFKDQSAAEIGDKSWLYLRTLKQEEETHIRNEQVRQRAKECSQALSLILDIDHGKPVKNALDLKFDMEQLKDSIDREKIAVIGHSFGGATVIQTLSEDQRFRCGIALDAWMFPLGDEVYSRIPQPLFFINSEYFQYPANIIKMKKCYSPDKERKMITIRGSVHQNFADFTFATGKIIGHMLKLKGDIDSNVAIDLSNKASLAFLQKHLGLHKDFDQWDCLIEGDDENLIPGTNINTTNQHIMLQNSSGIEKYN
PME-1 primary = blocks human protein phosphatase methylesterase 1. recombinant PME-1, FP-Rh probe fluorescence polarization. inhibition, % at 5.9 µM. hit rate 0.53% among 320,000. AID 2130;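 active means inhibition above the campaign mean of all compounds plus 3 SD, cut at about 26% in these data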;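 further: competitive labeling of PME-1 active site by serine hydrolase directed probe; 0% = PME-1 with DMSO and 100% = wells lacking PME-1 enzyme; inhibitors block probe labeling so polarization falls and inhibition rises; many of its hits are not listed in these tables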
Target sequence (Q9Y570 whole entry, looked up): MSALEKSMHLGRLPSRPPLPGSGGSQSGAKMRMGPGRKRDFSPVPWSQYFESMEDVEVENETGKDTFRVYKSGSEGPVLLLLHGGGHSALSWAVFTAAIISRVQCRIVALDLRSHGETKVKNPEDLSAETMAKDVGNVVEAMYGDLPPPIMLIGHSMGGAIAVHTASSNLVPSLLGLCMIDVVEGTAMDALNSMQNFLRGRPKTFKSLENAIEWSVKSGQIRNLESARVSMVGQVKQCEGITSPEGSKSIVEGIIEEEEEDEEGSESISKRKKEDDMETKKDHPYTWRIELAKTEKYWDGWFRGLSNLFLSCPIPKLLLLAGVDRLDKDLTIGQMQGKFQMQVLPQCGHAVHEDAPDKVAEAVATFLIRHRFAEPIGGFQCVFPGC
GLD-1 TGE inh = GLD-1-TGE RNA interaction inhibition (C. elegans) | Q17339 | purified GLD-1 + fluorescein TGE RNA, fluorescence polarization | inhibition, % at 5.96 µM | hit rate 0.44% among 320,000;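 active means percent inhibition above a per-plate cutoff, the plate mean of test compounds plus 3 SD, cut at about 30% in these data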;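 further: 0% = DMSO wells with GLD-1 and probe and 100% = wells lacking GLD-1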
PAFAH1B2 inh = inhibitors of human PAFAH1B2 | P68402 | recombinant PAFAH1B2, FP-rhodamine activity probe, fluorescence polarization | inhibition, % at 3.39 µM | hit rate 1.2% among 340,000 | AID 492953;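 active means inhibition above the mean of all tested compounds plus 3 SD, cut at about 24% in these data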;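 further: 0% = enzyme with DMSO and 100% = wells lacking PAFAH1B2; many of its hits are not listed in these tables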
Target sequence (P68402 whole entry, looked up): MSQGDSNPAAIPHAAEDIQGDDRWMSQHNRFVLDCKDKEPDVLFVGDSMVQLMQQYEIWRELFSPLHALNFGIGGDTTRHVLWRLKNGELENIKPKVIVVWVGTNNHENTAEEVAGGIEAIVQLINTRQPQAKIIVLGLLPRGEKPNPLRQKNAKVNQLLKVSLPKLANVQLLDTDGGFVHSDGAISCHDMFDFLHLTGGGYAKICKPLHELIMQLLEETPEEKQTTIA
MEX-5 binding = C. elegans MEX-5 TCR-2 RNA binding activity | AID 1832 | Q9XUB2 | MEX-5/FITC-TCR2 RNA binding, fluorescence polarization; active compounds read low | hit rate 0.38% among 300,000 | activity score (negative = inhibition of binding), % at 10 µM;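 active means inhibition past about -25% in most replicates, and total fluorescence under double the plate's negative control median, limit read from the data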;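 further: 0% = DMSO and -100% = 5 µM competing unlabeled TCR2 RNA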
Fam108B counter = blocks mouse Fam108B hydrolase in RBBP9 counter-screen. hit rate 0.33% among 300,000. recombinant Fam108B, FP-Rh probe fluorescence polarization. inhibition, % at 9.51 µM. AID 1947;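 active means inhibition above the screen mean inhibition plus 3 SD, computed separately per campaign, cut at about 18% in these data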;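 further: inhibitors lower polarization as less probe binds the enzyme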
* hit, by the source's call; x = no result given. These rows are one share of the data; the hit share may differ from the screen's.

Under each structure: AHR activator | MCL1 BIM primary | BCLXL inh | pPAFAH inh | PME-1 primary | GLD-1 TGE inh | PAFAH1B2 inh | MEX-5 binding | Fam108B counter
#1 CN(C(=O)CSc1nc2c(c(=O)[nH]1)CCCC2)C1CCCCC1
    1 | 6 | 4 | -6 | -7 | 6 | 4 | -1.2 | 5
#2 Cc1cc(C)c(C#N)c(Sc2ccccc2N)n1
    49* | 10 | 8 | 1 | 2 | -1 | -1 | 2.3 | -1
#3 CS(=O)(=O)N(CC(=O)Nc1ccc(F)c(F)c1)c1cccc([N+](=O)[O-])c1
    2 | 1 | 3 | 3 | -1 | 0 | 6 | 0.8 | 2
#4 CCN(CCn1cccn1)C(=O)CCc1nnc(-c2ccccc2)o1
    1 | -1 | -2 | -3 | 2 | 5 | -3 | 1.2 | 1
#5 CCOC(=O)C(C)n1cnc2c(nnn2-c2ccccc2)c1=O (stereo not given)
    2 | 1 | -1 | 0 | -1 | 5 | 4 | 1.3 | -4
#6 CC(=O)N/N=C(\C)CCc1ccccc1
    2 | 2 | -2 | -1 | 4 | 4 | 4 | 2.8 | -1
#7 COc1ccc(OC)c(CNn2c(-c3ccccc3F)nc3ccccc3c2=O)c1
    20 | 1 | -1 | 2 | 2 | 6 | 5 | 2.2 | -7
#8 O=C(c1ccc(Cl)c(S(=O)(=O)NCc2ccccc2)c1)N1CCN(c2ccccn2)CC1
    4 | -1 | 0 | 5 | 6 | 3 | 5 | 0.0 | -2
#9 O=C(NCCC(=O)N1CCN(S(=O)(=O)c2ccccc2Cl)CC1)Nc1ccccc1
    1 | 13 | 9 | -1 | -2 | 1 | 4 | x | x
#10 CCCNS(=O)(=O)c1ccc(OCC(=O)N2CCc3ccccc3C2)c(C)c1
    4 | 2 | 3 | 7 | 4 | 0 | 0 | -0.4 | 11
#11 Cc1ccc(S(=O)(=O)c2c(C)nn(C(C)(C)C)c2OC(=O)CC(C)C)cc1
    -1 | 1 | 5 | 3 | 4 | -5 | 4 | 2.4 | -2
#12 CCCCc1ccc(Nc2nc(N3CCOCC3)nc(N3CCOCC3)n2)cc1
    12 | 5 | 2 | 4 | -6 | 12 | 12 | 7.5 | 1
#13 COc1ccc(S(=O)(=O)N2CCN(Cc3ccco3)CC2)cc1
    2 | 6 | 3 | -1 | -4 | 3 | 2 | 0.1 | 5
#14 Cc1nc2nc(NCc3cccs3)nn2c(C)c1Cl
    -4 | 2 | -5 | 0 | 3 | 2 | 8 | -2.2 | -1
#15 O=P1(O)C=C(c2ccccc2)OC(c2ccccc2)=C1
    17 | -2 | 2 | -6 | 0 | -4 | 8 | -10 | 4
#16 CN1CCN(C(=O)CSc2nnc(COc3ccc(Cl)cc3)o2)CC1
    2 | 1 | 2 | -4 | -1 | 1 | 4 | -1.2 | 4
#17 CC(C)n1c(SCC(=O)NC2CCCCC2)nnc1-c1ccco1
    -1 | -6 | -3 | 1 | -5 | -2 | 1 | 0.1 | 2
#18 COc1ccccc1N1CCN(C2CCCN(Cc3cc(F)cc(F)c3)C2)CC1 (stereo not given)
    1 | 8 | 1 | 0 | 0 | 0 | 0 | 1.1 | 3
#19 Cc1cc(Oc2ccc([N+](=O)[O-])cc2)nc(N2CCOCC2)n1
    3 | 1 | -1 | 5 | -2 | -1 | 6 | -0.6 | -1
#20 C=CCn1c(C)cc(C(=O)COc2nncc3ccccc23)c1C
    17 | 5 | 8 | 9 | -1 | 0 | 5 | -2.1 | 0
#21 Cc1cccc(Cc2nnc(CCC(=O)NCc3ccncc3C)o2)c1
    10 | 6 | 2 | 5 | -4 | 2 | 5 | 1.0 | -1
#22 COc1ccccc1NC(=O)Cn1nnc(C(=O)NCCc2ccccc2)c1N
    31 | 10 | 6 | 12 | 0 | 3 | 7 | 0.6 | 0
#23 CC(=O)N(c1cccc(Br)c1)C1C=CS(=O)(=O)C1 (stereo not given)
    2 | 5 | 1 | 8 | 2 | 6 | 3 | 0.8 | -8
#24 CSc1nncc(=O)[nH]1
    -1 | -6 | -3 | 5 | -3 | 5 | 0 | 1.3 | 2
#25 Cc1cccc(-n2ncc(Cl)c(Cl)c2=O)c1
    4 | 11 | 5 | 7 | 0 | -5 | 6 | -0.6 | 1
#26 CC(C)(C)N1C(=O)c2ccccc2NC(=O)N1Cc1ccc(Br)cc1
    1 | -1 | 4 | 1 | 1 | 7 | 7 | 4.1 | 1
#27 COc1cccc(-c2cc3nc(-c4ccccc4)cc(N4CCC5(CC4)OCCO5)n3n2)c1
    9 | -3 | -2 | -10 | -7 | -2 | -9 | -4.1 | -12
#28 COCCOC(=O)C1=C(C)NC2=C(C(=O)CCC2)C1c1ccc(N(C)C)cc1 (stereo not given)
    -1 | -3 | -5 | -1 | 2 | 6 | -5 | -2.1 | -3
#29 CC(O)(CS(=O)(=O)Cc1ccccc1)C(=O)Nc1ccc(C(F)(F)F)cc1 (stereo not given)
    1 | -2 | 1 | -1 | -1 | -8 | 6 | 2.5 | 4
#30 O=C(CN1CCCCC1)Nc1cccc(-n2cnnn2)c1
    -2 | 6 | 9 | 4 | -3 | -1 | 7 | 0.6 | -2
#31 CC(=O)C1=C(O)C(=O)N(CCCN2CCOCC2)C1c1ccccc1[N+](=O)[O-] (stereo not given)
    33 | 14 | 22 | 12 | -3 | 15 | x | -6.4 | -1
#32 COc1ccc(CNCC(=O)Nc2cccc(S(N)(=O)=O)c2)cc1
    4 | -5 | -3 | 4 | -3 | -3 | -1 | 0.3 | -1
#33 OCC#Cc1cnc2ccccc2c1
    3 | 4 | 4 | -4 | 0 | 4 | 2 | 0.1 | 0
#34 CC(=O)N/N=C(\C)CC(=O)Nc1ccc2c(c1)OCCO2
    4 | -1 | 0 | 3 | -4 | 4 | 0 | 1.1 | -1
#35 Fc1ccccc1COc1cccc(/C=N/n2cnnc2)c1
    -9 | 10 | 7 | 3 | 3 | 0 | 3 | 1.0 | 7
#36 Cc1c(C)n2c(SCC(=O)NCc3ccc4c(c3)OCO4)nnc2[nH]c1=O
    0 | 1 | 2 | 1 | 2 | -1 | -2 | 1.7 | -1
#37 Cc1cccc(Nc2nc(N)c([N+](=O)[O-])c(NCc3ccco3)n2)c1
    -4 | -2 | 0 | 6 | -3 | 0 | -1 | 2.8 | -3
#38 N#C/C(=N\Nc1ccccc1F)c1nc(-c2ccccc2)cs1
    4 | -3 | 6 | -1 | 2 | 1 | 4 | -9.7 | 3
#39 CCOc1ccccc1-n1c(SCC(N)=O)nnc1-c1ccc(O)cc1
    1 | -5 | 4 | 7 | -3 | 2 | -3 | 2.6 | 4
#40 Cc1cc(C(=O)NCc2cc(C(=O)O)co2)co1
    2 | 2 | 9 | 0 | -7 | 6 | 3 | -3.5 | 3
#41 COCCn1c(SCc2cc(=O)n3ccsc3n2)nnc1-c1ccncc1
    0 | -5 | -5 | 2 | 5 | 0 | 7 | 4.9 | 4
#42 CCC(C)Nc1nc(C)nc2c1oc1ccccc12 (stereo not given)
    18 | 8 | 10 | 10 | 1 | 3 | 5 | -2.6 | 2
#43 CN(C)S(=O)(=O)c1cccc(NC(=O)COc2ccc(C(=O)c3ccccc3)cc2)c1
    -1 | -11 | 3 | -19 | -12 | 11 | -2 | 0.6 | -12
#44 CNC(=S)N/N=C/c1ccc(OCc2ccccc2)c(Br)c1
    -2 | 2 | 0 | 4 | -2 | 5 | 7 | 0.8 | -2
#45 CCCCOc1ccc(C(=O)Nc2ccc(N3CCN(C)CC3)cc2)cc1
    -9 | 15 | 5 | 9 | -5 | 3 | 8 | 1.6 | -5
#46 CCN(CC)S(=O)(=O)c1ccc2c(c1)nc(CCC(=O)OCC(=O)Nc1cc(OC)cc(OC)c1)n2C
    -1 | -13 | 1 | 10 | 1 | 1 | 3 | 1.0 | -4
#47 Cc1noc(C)c1CSCC(=O)N(C)CC(=O)Nc1ccc(F)cc1
    11 | 0 | 3 | -1 | 5 | -4 | 1 | 1.6 | 1
#48 CCc1nn2c(N(C)CCO)cc(C)nc2c1-c1ccc(F)cc1
    8 | 7 | 1 | 5 | 5 | 0 | 1 | -0.8 | 5
#49 CC(=O)Nc1ccc(S(=O)(=O)NCCC(=O)NCCc2ccc(F)cc2)cc1
    25 | 9 | 7 | 4 | 1 | 2 | 8 | x | 5
#50 COc1ccc(Nc2nc(NCc3ccco3)nc(N/N=C/c3ccc(O)cc3)n2)cc1
    15 | 7 | 5 | 24 | 17 | 4 | -6 | -0.1 | 18
#51 Cc1ccc(-c2nnc(Nc3ccc4c(c3)OCO4)c3ccccc23)cc1S(=O)(=O)NC(C)C
    44 | -2 | 12 | 24 | 20 | 2 | 4 | -3.5 | 7
#52 Cn1c(Oc2ccccc2)c(C=O)c2ccccc21
    11 | 6 | -1 | 0 | 0 | 0 | 3 | 1.4 | -2
#53 O=C(/C=C/c1cccc([N+](=O)[O-])c1)NCc1ccccc1
    -3 | 0 | 2 | 5 | -3 | -7 | 6 | 1.2 | -3
#54 Cc1ccc(N(CC(=O)NC2CC3CCC2C3)S(C)(=O)=O)cc1C (stereo not given)
    3 | 0 | 6 | 5 | -4 | 1 | 4 | 1.9 | -2
#55 CC[C@H](C)[C@H](NC(=O)c1ccc(Cl)cc1)C(=O)OCC(=O)c1ccc2c(c1)NC(=O)CO2
    3 | -13 | -8 | 5 | -3 | 7 | -1 | 3.7 | 1
#56 CCOC(=O)c1ccc(NC(=O)c2sc3nc4n(c(=O)c3c2C)CCC4)cc1
    -2 | 1 | 2 | -1 | -4 | -4 | -2 | -3.4 | 1
#57 COc1ccc(S(=O)(=O)Nc2ccc(F)cc2)c(C)c1C
    10 | 7 | 6 | 7 | -2 | 4 | -2 | -1.8 | 1
#58 CCOC(=O)c1cc(NC(=O)SCC(=O)O)c(C)nc1C
    11 | 9 | 7 | 3 | -2 | -1 | 4 | 0.4 | 4
#59 CN(C(=O)COc1ccccc1)c1nnc(-c2cccnc2)s1
    4 | -10 | -3 | -8 | -2 | -8 | 5 | -0.1 | -5
#60 C[C@@H](C(=O)N1CCN(Cc2ccc3c(c2)OCO3)CC1)n1nnc2ccccc2c1=O
    -1 | -2 | -1 | 4 | 1 | -2 | 1 | -0.5 | 3

Following part
Under each structure: AHR activator | MCL1 BIM primary | BCLXL inh | pPAFAH inh | PME-1 primary | GLD-1 TGE inh | PAFAH1B2 inh | MEX-5 binding | Fam108B counter
#61 Cc1ccc(NC(=S)N2CCN(Cc3ccc4c(c3)OCO4)CC2)c(C)c1
    0 | 8 | 0 | 2 | -3 | 0 | 2 | 1.0 | 6
#62 O=C(CCCNC(=O)c1ccc(Cl)cc1)Nc1nccs1
    7 | x | x | 0 | x | -3 | 5 | x | x
#63 Cn1c(CNC(=O)c2ccc3c(c2)OCO3)nnc1SCC(=O)Nc1ccc(F)cc1F
    0 | 1 | 2 | -2 | 0 | 1 | 4 | 0.2 | 0
#64 Cc1cc(C(=O)N2CCN(C/C=C/c3ccccc3)CC2)cs1
    -1 | 8 | 6 | 2 | -8 | 2 | 5 | 1.3 | -2
#65 CN(NS(=O)(=O)c1ccc(Cl)cc1)c1ncc(C(F)(F)F)cc1Cl
    -2 | -5 | -2 | -3 | 11 | 4 | 28* | 1.2 | 4
#66 Cc1ccc(NC(=O)Cn2sc3nc(C)cc(C)c3c2=O)c(Cl)c1
    1 | 3 | 1 | -2 | -13 | 12 | 4 | -1.3 | 0
